Compound activity from PubChem.
VEEV TC-83 Vero: inhibitors of VEEV TC-83 cytopathic effect, confirmation, Vero cells (AID 588727); inhibition, % at 20 µM, or IC50 in µM where a hit was titrated; Vero cells, VEEV TC-83 cytopathic effect inhibition; higher % means a stronger effect; 350,000 compounds, 0.13% hits; in the data active = a potency from the dose series; inconclusive = inhibition mostly from about 14% at the one dose, without a potency; inactive = the rest, 99 in 100 with inhibition below about 12%; note: strong numbers were not always called active
PhoP GFP inhibition: PhoP regulon inhibitors, Salmonella typhi PhoP promoter GFP reporter, confirmatory (AID 1850); Salmonella Typhi PhoP-promoter GFP reporter, fluorescence, 4 h; higher % means a stronger effect; inhibition, % at 50 µM; hits with a dose series show IC50 in µM; 310,000 compounds, 0.33% hits; in the data active = a potency from the dose series; inconclusive = inhibition mostly from about 25% at the one dose, without a potency; inactive = the rest, 99 in 100 with inhibition below about 19%;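 note: 0% = induced wells with vehicle and 100% = uninduced wells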
influenza NS1A: H1N1 influenza NS1A inhibitors, functional cell based assay (AID 504329); NS1A functional cell-based assay, percent inhibition; higher % means a stronger effect; one-dose inhibition, % at 12.5 µM; IC50 in µM for titrated hits; 340,000 compounds, 0.3% hits; in the data active = a potency from the dose series; inconclusive = inhibition above about 27% without an active follow-up result; note: strong numbers were not always called active
M. tuberculosis HTS: M. tuberculosis growth inhibition, HTS (AID 449762); M. tuberculosis H37Rv growth inhibition, 7H9 media; higher % means a stronger effect; one-dose inhibition, % at 25 µM; IC50 in µM for titrated hits; 330,000 compounds, 0.59% hits; in the data active = a potency from the dose series; inconclusive = inhibition above about 70% without an active follow-up result;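 note: bacterial growth assessed after seven days of incubation; strong numbers were not always called active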
tuberculosis growth: growth inhibition of non-replicating M. tuberculosis (AID 488890); Mycobacterium tuberculosis non-replicating, growth inhibition; higher % means a stronger effect; inhibition, % at 25 µM; hits with a dose series show IC50 in µM; 320,000 compounds, 0.39% hits; in the data active = a potency from the dose series; inconclusive = inhibition mostly from about 82% at the one dose, without a potency; inactive = the rest, 99 in 100 with inhibition below about 76%;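 note: plate controls were DMSO cells for no effect and high antibiotic wells for full effect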
VEEV TC-83 Vero 10K pilot screen: second read-out of VEEV TC-83 Vero, no call of its own (marks repeat the call); inhibition, %; measured here: 10K pilot screen inhibition
Starred values were filed as active, the others as inactive; i = inactive; ? = inconclusive; . = not tested or not shown.

SMILES	VEEV TC-83 Vero	PhoP GFP inhibition	influenza NS1A	M. tuberculosis HTS	tuberculosis growth	others
CC(C)(O)C#Cc1ccc(CN2CCCC(CNC(=O)c3ccco3)C2)cc1 (configuration not stated)	0.6%	1%	-9%	-1%	5%
Cc1ccc2oc(-c3cccc(NC(=O)c4ccc(Br)o4)c3)nc2c1	8.7%	-14%	3%	-7%	-11%
CC1=CC(=O)[C@H]2C(C)(C)CCC[C@]2(C)[C@@]1(O)CO	5.3%	1%	-1%	-8%	-7%
Cc1cc(C)c2nc(-c3cccc(Cl)c3)c(C)c(C(=O)N3CCOCC3)c2c1	6.7%	-2%	-13%	?	36%
N/C(Cc1ccc([N+](=O)[O-])cc1)=N\OC(=O)Cc1ccccc1	0.2%	-5%	0%	8%	73%
O=C(Nc1ccccc1)N(C1=NCCC1)c1ccc(OC(F)F)cc1	1.8%	-2%	0%	-1%	59%
CC(OC(=O)c1ccc2c(c1)NC(=O)CS2)C(=O)c1ccc(F)cc1 (configuration not stated)	1.9%	.	-4%	2%	19%
COc1cccc(/C=N/NC(=O)CN(C2=NS(=O)(=O)c3ccccc32)c2ccccc2)c1	i	-6%	4%	0%	-19%
Cc1ccc(Nc2nc3ccccc3n3cnnc23)cc1C	1.2%	-11%	-2%	6%	7%
CCC(c1nnnn1CCOC)N(Cc1cc2c(C)cc(C)cc2[nH]c1=O)CC1CCCO1 (configuration not stated)	3.0%	14%	-8%	0%	6%
O=C(Oc1ccc(C(=S)N2CCOCC2)cc1)c1cccc([N+](=O)[O-])c1	0.3%	7%	22%	3%	32%
CC(=O)Nc1cccc(NC(=O)CSc2nc(=O)n3cccc(C)c3n2)c1	2.8%	6%	-8%	-4%	-16%
O=C(Nc1cccc(Cl)c1Cl)c1cc(S(=O)(=O)NCCc2ccccc2)ccc1F	1.6%	-1%	-3%	5%	32%
Cc1ccccc1-c1nnc(SCCOc2ccc3c(C)cc(=O)oc3c2)o1	0.6%	-3%	2%	7%	0%
Cc1cc(C)nc(-n2nc(C)cc2Nc2ccccc2)n1	5.5%	3%	-12%	?	5.2µM*
O=C(COC(=O)Cn1cnc2ccccc21)Nc1cccc(S(=O)(=O)N2CCOCC2)c1	0.7%	3%	10%	-3%	-1%
CC(=O)c1ccc(-c2cccs2)s1	1.0%	-8%	-12%	-3%	15%
CC(CCC(=O)O)C1CCC2C3CCC4C[C@H](O)CCC4(C)C3CC(=O)C12C (some centres not stated)	1.2%	-2%	19%	-3%	1%
COc1ccc(NC(=O)C2CCN(S(=O)(=O)c3ccc4c(c3)NC(=O)C(C)S4)CC2)cc1 (configuration not stated)	i	-1%	3%	3%	15%
COc1cccc(N2C(C(C)=O)=NN(c3ccccc3)C2c2ccc(N3CCOCC3)cc2)c1 (configuration not stated)	1.0%	-5%	-10%	?	29%
COc1ccccc1N1CCN(C(=O)Nc2ccc([N+](=O)[O-])cc2)CC1	0.9%	-4%	24%	6%	-1%
Cc1cc(C)c2nc(NNC(=O)c3ccc(S(=O)(=O)N4CCc5ccccc5C4)cc3)sc2c1	2.0%	-1%	5%	-4%	-41%
CCOC(=O)c1cnc(SC)nc1N1CCCC1	1.2%	1%	-3%	5%	4%
Cc1cccc(CCNC(=O)C2CCCN(c3cnccn3)C2)c1 (configuration not stated)	0.8%	3%	2%	6%	3%
COc1cc(/C=N/NC(=O)c2ccncc2)ccc1Oc1ccc([N+](=O)[O-])cn1	1.0%	4%	-13%	?	63%
Cc1ccccc1S(=O)(=O)Nc1nc2ccccc2nc1N1CCOCC1	1.1%	-5%	-7%	-1%	9%
Cc1ccc(C(=O)N/N=C/c2c[nH]c3ccccc23)o1	0.7%	11%	6%	9%	6%
C=C(C)C1CC=C(C)/C(=N/NC(=O)CNc2ccc(OCC)cc2)C1 (configuration not stated)	0.5%	1%	9%	99%	i
O=C(Nc1cccnc1)c1ccc2c(c1)OCO2	2.7%	-3%	-2%	-4%	5%
O=C(OCc1nc2scc(-c3ccccc3)c2c(=O)[nH]1)c1cc([N+](=O)[O-])ccc1Cl	1.2%	-10%	-3%	-6%	-4%
Cn1c(=O)c(=O)n(C)c2cc(S(=O)(=O)CCC(=O)Nc3cccc(C(F)(F)F)c3)ccc21	i	7%	-3%	4%	-5%
CC(=O)N(C)c1ccc(NC(=O)C(F)(F)F)cc1	0.1%	9%	2%	1%	10%
Cc1ccc(F)cc1CNC(=O)C1CCC(=O)N(C2CC2)C1 (configuration not stated)	2.4%	-7%	-5%	8%	-8%
CCC(CC)C(=O)Nc1nnc(S(=O)(=O)N2CCCC2)s1	1.4%	-16%	4%	-6%	28%
CN(C)c1ccc([N+](=O)[O-])cc1C(=O)O	0.9%	-2%	0%	-4%	-18%	VEEV TC-83 Vero 10K pilot screen=0.9
O=C(c1cc(-c2cccc(O)c2)on1)N1CCCC1	1.3%	18%	9%	-8%	0%
COc1ccc2c(CCNC(=O)c3ccco3)c[nH]c2c1	0.5%	22%	-2%	2%	11%
CC(C)(C)c1ccc(OCC(=O)N2CCCCCC2)c(Br)c1	0.6%	1%	3%	8%	17%
CCOC(=O)/C(C#N)=C\C=C1C=CN(C)C=C1	0.3%	-2%	1%	2%	5%
CC1CCN(c2ccc3c(c2)S(=O)(=O)c2ccccc2C3=O)CC1	1.9%	-14%	-41%	4%	21%
CC(=O)Nc1ccc(NC(=O)C(c2ccccc2)c2ccccc2)cc1	i	-7%	-5%	5%	-2%
Cc1[nH]n(-c2ccccc2)c(=O)c1/C=N/O	0.3%	10%	-8%	0%	?
Cc1occc1C(=O)NCc1cccs1	1.2%	2%	-7%	7%	-13%
CCOC(=O)C1(C)Oc2ccccc2C(C(=O)OC)=C1C(=O)OC (configuration not stated)	i	.	-22%	.	.
O=C(OCC(=O)N1CCN(c2ccccc2)CC1)c1nc(Cl)ccc1Cl	1.4%	-4%	-3%	-11%	14%
COCc1cc(C)n(CC(=O)Nc2cccc(C)c2)c(=O)c1C#N	2.5%	-15%	29%	0%	.
CSc1nc(C)cc(OCCNS(=O)(=O)c2ccc(C)cc2)n1	i	-6%	-22%	1%	1%
O=C(CN1C(=O)C2C3C=CC(C4CC34)C2C1=O)Oc1ccccc1 (configuration not stated)	0.8%	5%	2%	3%	?
Cc1nnc(SCC(=O)n2c3c(c4ccccc42)CCCC3)s1	1.8%	-7%	1%	-5%	-11%	VEEV TC-83 Vero 10K pilot screen=0.6
c1ccc(-c2ccc(C3=Nn4c(Cn5nnc6ccccc65)nnc4SC3)cc2)cc1	8.0%	-7%	7%	14%	?
COc1ccc(NC(=O)c2sccc2C)c([N+](=O)[O-])c1	4.2%	2%	11%	-1%	-5%
CCOc1ccc(-c2nnn(CC(=O)Nc3ccccc3OC)n2)cc1OCC	0.7%	11%	-7%	5%	-13%
CN(C)c1ccc(-c2nnc(-c3cccs3)o2)cc1	0.3%	2%	-9%	-1%	49%
Cc1cccc(CCNC(=O)CCS(=O)(=O)c2cc3c(cc2Cl)NC(=O)CO3)c1	i	1%	5%	-1%	-1%
O=C1CC(=C2c3ccccc3-c3ccccc32)C(=O)N1CCN1CCN(c2cccc(Cl)c2)CC1	i	4%	1%	1%	3%
OCC12COC3c4ccccc4C(OC1)N32 (configuration not stated)	i	-6%	-10%	-3%	6%
Cc1ccc(N2CCN(S(=O)(=O)N(C)C)CC2)c(C)c1	2.2%	-6%	-1%	-5%	-11%
Cc1ccc(C(=O)N/C(=C\c2cn(C)c3ccccc23)C(=O)N2CCN(C)CC2)cc1	2.4%	10%	5%	-2%	-6%
O=C(Nc1cccnc1)c1ccc(COc2ccccc2Br)o1	2.3%	6%	6%	2%	62%
CCN(CC)C(=O)CSc1nnc(-c2ccccn2)n1-c1ccc(C)c(C)c1	1.8%	1%	4%	-1%	-4%

Next results:
SMILES	VEEV TC-83 Vero	PhoP GFP inhibition	influenza NS1A	M. tuberculosis HTS	tuberculosis growth	others
Cc1cc(C)cc(NC(=S)N2CCC(NC(=O)c3ccccc3C)CC2)c1	2.4%	-10%	5%	-1%	14%
O=c1[nH]c(Cc2ccccc2)nc2ccccc12	i	-9%	-1%	7%	-8%
COc1ccc(NC(=O)CSc2ccc(-c3ccco3)nn2)cc1	1.9%	-7%	-11%	13%	54%
Clc1ccc(OCc2nn3c(-c4ccncc4)nnc3s2)cc1	0.1%	3%	7%	3%	39%
NNC(=O)CNC(=O)c1ccccc1F	0.5%	6%	27%	3%	-1%
c1ccc(-c2cc(N3CCCCC3)c3ccccc3n2)cc1	0.8%	5%	0%	?	34%
CN(CC(=O)Nc1nc2ccccc2s1)S(=O)(=O)c1ccccc1	6.7%	8%	-1%	4%	24%
CCC1=C/C(=C/N(C)c2ccccc2)C(=O)S1	5.1%	-6%	-1%	-3%	18%
CCOC(=O)c1nn(-c2sc(C(=O)OC)c(C)c2C(=O)OC)cc1O	0.2%	-8%	0%	-1%	-9%
O=C(COC(=O)CNS(=O)(=O)c1c(Cl)cccc1Cl)Nc1ccccc1Sc1ccccc1	0.3%	-9%	-7%	4%	-13%
O=C1CCN(N=Nc2cccc(Cl)c2)N1	.	-16%	.	-1%	17%
O=C(/C=C/c1ccc(Cl)cc1Cl)NCc1ccncc1	i	33%	-8%	0%	9%
CCc1ccc(NS(=O)(=O)c2c(C(=O)N3CCCCCC3)c(C)n(C)c2C)cc1	i	-20%	2%	8%	1%
CCOC(=O)c1nnn(-c2nonc2-n2cccc2)c1CN1CCOCC1	i	0%	-4%	-4%	7%
Cc1ccc(NC(=O)c2cc(=O)c3ccccc3o2)cc1S(=O)(=O)N1CCCCC1	7.1%	-9%	11%	-7%	17%
CN(C)S(=O)(=O)c1cccc(NC(=S)NCCc2ccccn2)c1	1.6%	-1%	4%	-7%	-8%
O=C(Nc1cccc(-c2cnc3ccccc3n2)c1)c1ccncc1	8.3%	1%	-5%	-3%	-12%
CC(C)(C)NC(=O)COC(=O)c1ccc(Cl)cc1O	0.8%	-5%	-6%	0%	53%
CCN1CCCc2cc(CN(CCN3CCOCC3)C(=S)Nc3ccc(OC)c(OC)c3)ccc21	0.8%	0%	2%	-5%	8%
CCOC(=O)c1n[nH]n2c1nc(=S)c1ccccc12	0.5%	14%	-5%	-2%	-13%
CC1=NN(C(N)=S)C(=O)C1N=Nc1ccc(S(N)(=O)=O)cc1 (configuration not stated)	1.5%	-6%	-2%	0%	-22%
CCOc1c(Br)cc(CNc2ncn[nH]2)cc1OC	2.1%	6%	-11%	-12%	2%
O=C1NC(c2ccccc2)=CC(c2ccccc2)N1 (configuration not stated)	0.1%	-8%	-4%	6%	-11%
COCCn1c(SCC(=O)NC2CCCC2)nnc1C(C)C	0.0%	1%	-2%	3%	-3%
O=C(NC1CCN(S(=O)(=O)c2ccc(F)cc2)CC1)c1ccccc1	i	-3%	0%	5%	7%
Cc1ccc2c(c1)N(C)/C(=C/c1cccc[n+]1CCO)S2	i	-9%	4%	0%	7%
CCc1ccc(-n2c(SCC(=O)Nc3cccc(S(=O)(=O)NC4=NCCCCC4)c3)nc3ccccc3c2=O)cc1	9.6%	15%	1%	-10%	-10%
CCOc1cccc(OCCCOc2ccccc2)c1	3.0%	5%	-13%	-8%	-10%
CCn1c(O)c(C=Nc2ccccc2)oc1=S	4.6%	-11%	3%	-6%	29%
CCN1CCN(c2cc(C)c3cc(NC(=S)N4CCN(c5ccccc5)CC4)ccc3n2)CC1	i	15%	24%	1%	59%

Some of these compounds in order of SMILES length, ascending.
SMILES	VEEV TC-83 Vero	PhoP GFP inhibition	influenza NS1A	M. tuberculosis HTS	tuberculosis growth	others
CCOc1c(Br)cc(CNc2ncn[nH]2)cc1OC	2.1%	6%	-11%	-12%	2%
COCCn1c(SCC(=O)NC2CCCC2)nnc1C(C)C	0.0%	1%	-2%	3%	-3%
Cc1ccc2c(c1)N(C)/C(=C/c1cccc[n+]1CCO)S2	i	-9%	4%	0%	7%
CC1=NN(C(N)=S)C(=O)C1N=Nc1ccc(S(N)(=O)=O)cc1 (configuration not stated)	1.5%	-6%	-2%	0%	-22%
CCN1CCN(c2cc(C)c3cc(NC(=S)N4CCN(c5ccccc5)CC4)ccc3n2)CC1	i	15%	24%	1%	59%
CCc1ccc(-n2c(SCC(=O)Nc3cccc(S(=O)(=O)NC4=NCCCCC4)c3)nc3ccccc3c2=O)cc1	9.6%	15%	1%	-10%	-10%
